BAP1 inh: human BAP1 deubiquitinase inhibition. Q92560. recombinant BAP1, Ub-AMC hydrolysis fluorescence kinetic; stronger effect = lower value. activity remaining (% of control), % at 20 µM. 0.48% of 72,000 active;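 active = activity remaining at or below 50% of control, provided the compound also passes the data quality filters; inactive = the rest, including low values that fail the filters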;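 note: 100% = DMSO wells rate and 0% = substrate alone blank rate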
Target sequence (Q92560 whole entry, looked up): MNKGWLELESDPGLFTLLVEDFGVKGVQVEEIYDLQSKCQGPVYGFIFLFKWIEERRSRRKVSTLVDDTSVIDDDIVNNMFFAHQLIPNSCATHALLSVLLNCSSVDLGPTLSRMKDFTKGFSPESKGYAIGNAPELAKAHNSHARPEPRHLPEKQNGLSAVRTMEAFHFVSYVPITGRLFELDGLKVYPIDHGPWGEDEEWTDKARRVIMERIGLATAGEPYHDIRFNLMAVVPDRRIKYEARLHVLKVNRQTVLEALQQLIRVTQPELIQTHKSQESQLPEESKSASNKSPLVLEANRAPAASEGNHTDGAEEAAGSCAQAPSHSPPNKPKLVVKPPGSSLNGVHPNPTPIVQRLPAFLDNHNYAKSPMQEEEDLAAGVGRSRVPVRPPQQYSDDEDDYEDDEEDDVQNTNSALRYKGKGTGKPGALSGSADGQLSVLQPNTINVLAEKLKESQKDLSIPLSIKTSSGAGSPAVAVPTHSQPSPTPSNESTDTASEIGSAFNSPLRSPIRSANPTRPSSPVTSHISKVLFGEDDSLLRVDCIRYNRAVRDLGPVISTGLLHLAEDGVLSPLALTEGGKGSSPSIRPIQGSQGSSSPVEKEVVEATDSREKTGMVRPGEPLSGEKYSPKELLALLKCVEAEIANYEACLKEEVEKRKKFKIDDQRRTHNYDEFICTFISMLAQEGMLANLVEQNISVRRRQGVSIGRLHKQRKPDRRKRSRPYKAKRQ
HePTP inhibitor: human HePTP phosphatase inhibition; recombinant HePTP phosphatase activity, OD absorbance; inhibition, % at 20 µM; 0.64% of 110,000 active; in the data active = inhibition above about 50%;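 note: plate controls were vehicle for no effect and reference inhibitor for full effect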
Active calls of the source: *; . = no result given; & = joins results of further samples. This is a random part of the collection. Share with any hit: about 0.79%.

Molecule,BAP1 inh,HePTP inhibitor
Cc1cc(C)cc(N2C(=O)NC(=O)/C(=C\c3cn(C)c4ccccc34)C2=O)c1,.,3.4
Cc1cc(OCC(=O)NCc2ccccn2)ccc1Br,.,-2.5
Cc1cccc(N=C2NC(=O)/C(=C\c3ccc(Cl)cc3)S2)c1C,.,8.8
Cc1ccccc1/C=C(/C#N)c1nc(-c2cc3ccccc3oc2=O)cs1,.,2.6
C=CCN1C(=O)/C(=C\c2ccc(OS(=O)(=O)c3ccccc3[N+](=O)[O-])cc2)SC1=S,.,0.5
CCN(CC)CCOc1c(C)cc(Cl)cc1C,.,-4.7
O=C1CCCC(O)=C1C=NCCCn1ccnc1,.,1.3
COC(=O)c1c(F)c(F)c(N2CCOCC2)c(F)c1F,97.9,8.1&-3.4
COc1cccc(CN2CCN(C3CC4CCC3C4)CC2)c1OC (stereo unspecified),.,-6.9
O=C(O)CN(CCc1ccccc1)S(=O)(=O)c1ccc(Br)cc1,.,4.3
Cc1cccc(C2OC3(C(=O)c4ccccc4C3=O)C3C(=O)N(c4ccc(C)c(Cl)c4)C(=O)C23)c1 (stereo unspecified),.,1.1
Fc1ccc(-c2cc(-c3ccccc3)nc(-n3cccn3)n2)cc1,.,4.2
CCC(=O)c1ccc(N2CCCCC2)c(F)c1,.,3.4
Cc1cc(SCC(=O)N2CCCC2)nc2ccccc12,122.3,6.8
COC(=O)c1ccc(C2NC(C(=O)O)CS2)cc1 (stereo unspecified),147.0,-6.2
CCOc1ccccc1NC(=O)CN(c1ccc(OC)cc1)S(=O)(=O)c1ccc(C)cc1,.,2.8
CCOC(=O)C1(C)C=C(Nc2ccc(O)c(C(=O)O)c2)C(=O)N1c1ccccc1 (stereo unspecified),.,-3.1
CCOc1ccc(/C=C2/C(=O)NC(=O)N(c3ccc(OC)cc3)C2=O)c(OCC)c1,.,-2.4
O=C(N/N=C/c1cccs1)C(=O)NC1CCCCC1,.,-6.6
O=C(COC(=O)c1ccco1)c1ccc(Cl)cc1,.,-4.7
CN(C)c1nc2ccccc2c(N)c1-c1ccccc1,89.8,-0.5
COC(=O)c1ccc(NC(=S)NC(=O)c2ccc(F)cc2)cc1,.,-13.9
COC(=O)c1[nH]c2ccccc2c1NC(=O)CN1CCCCCC1,82.0,-2.7
O=C(Nc1ncc(Cc2ccc(Cl)c(Cl)c2)s1)c1cccc([N+](=O)[O-])c1,.,-4.7
Cc1ccc(C)c(C(=O)CSc2nnnn2-c2cccnc2)c1,109.5,4.7
COc1ccc(CC2S/C(=N\N=C\CCc3ccc(C)o3)NC2=O)cc1 (stereo unspecified),.,0.2
CCOc1ccc(-c2cc(NC(=O)Cn3ncc4c3-c3ccccc3OC4)on2)cc1OCC,85.9,0.0
Cc1ccc2nc(Cc3ccc(N)cc3)oc2c1,73.5,-1.2
CCOc1ccc2c(c1)c1nnc(SCC3CCCO3)nc1n2C (stereo unspecified),91.8,-0.7
Cn1cccc1Cc1nnc(SCC(=O)NCc2ccccc2Cl)n1-c1ccc(F)cc1,94.9,8.1
Cc1cccc(NC(=O)CN2C(=O)COc3ccc(Cl)cc32)c1,.,-9.4
O=C(CSc1cccc2cccnc12)N1CCCC1,.,-4.5
CCOc1ccc(N(CC(=O)Nc2cccc(C(C)=O)c2)S(=O)(=O)c2ccc(Br)cc2)cc1,.,-16.4
Cc1sc(N=Cc2c(O)ccc3ccccc23)c(C#N)c1C,89.3,.
CCOC(=O)c1c(C)[nH]c(N=Nc2cccc(OC)c2)c1C,.,103.3*
CCOC(=O)C1CCN(S(=O)(=O)c2c(C)n(C)c(=O)n(C)c2=O)CC1,99.7,1.2
O=C(N/N=C/c1cccnc1)c1ccco1,.,-0.1
COc1ccc(C2=NOC(C(=O)NCc3ccc(F)cc3)C2)cc1 (stereo unspecified),94.0,-2.3
Cc1cc2c(nc3s/c(=C/c4ccccc4)c(=O)n32)c(Br)c1C,.,22.6
CCOc1ccc(-n2c(O)c(/C=C3\C=Nc4ccccc43)sc2=O)cc1,.,6.0

Records listed above printed as active in HePTP inhibitor.
Molecule,BAP1 inh,HePTP inhibitor
CCOC(=O)c1c(C)[nH]c(N=Nc2cccc(OC)c2)c1C,.,103.3*

(more compounds)
Molecule,BAP1 inh,HePTP inhibitor
CC(=O)NC12CC3CC(C1)CC(C(=O)OCC(=O)Nc1ncc(Cl)cc1Cl)(C3)C2,77.3,10.0
COc1cc(C=C2C(=O)NC(=O)NC2=O)cc([N+](=O)[O-])c1O,.,1.9
CC(=O)Nc1ccc(C(=O)N2CCC(Cc3ccccc3)CC2)cc1,.,-1.5
Cc1csc(NC(=O)C2CCC(C)(C(=O)O)C2(C)C)n1 (stereo unspecified),111.4,-5.1
CCC(=O)c1ccc(OCC(=O)N2CCc3cc(OC)c(OC)cc3C2)cc1,101.3,-4.4
O=C(N/N=C/c1ccc(OC2CSC2)cc1)c1ccccc1,.,-9.6
COc1cccc(OCCCCOc2ccccc2OC)c1,.,0.4
CC(C)CC(c1nnnn1C1CCCC1)N1CCN(c2ccccc2F)CC1 (stereo unspecified),94.6,10.4
O=C(Nc1ccc2nn(-c3ccccc3)nc2c1)c1cccnc1,85.2,7.6
Cc1ccc(N2C(=O)/C(=C/N3CCOCC3)c3ccccc3C2=O)cc1,.,-9.5
Cc1ccnc(SCCn2c(Br)nc3c2c(=O)[nH]c(=O)n3C)n1,103.8,4.3
CC(=NCc1ccc2c(c1)OCO2)C1=C(O)c2ccccc2C1=O,117.4,3.3
CCN(CC)CCCNC(=O)c1sc2nc(-c3ccc(F)cc3)cn2c1C,116.0,3.7
O=C(CCc1nc(-c2ccccc2F)no1)NCCN1CCc2ccccc2C1,100.2,8.2
Cc1cc(NC(=O)CSc2nc3ccccc3c(=O)n2Cc2ccccc2)no1,72.4,3.0
CCNc1nc(OCCNS(=O)(=O)c2cc(C)ccc2C)nc(N(C)C)n1,96.5,3.5
Cc1ccc(-c2noc(-c3ccccc3C(=O)N3CCN(C)CC3)n2)cc1,98.6,-2.4
CCOC(=O)c1ccc(NC(=O)c2cccc(S(=O)(=O)N3CCOCC3)c2)cc1,97.8,1.2
CC1(C)CC(CC(=O)Nc2ccccn2)C(=O)O1 (stereo unspecified),62.2,16.1
O=C(Nc1ncccn1)c1cccs1,94.8,10.7

Shown field by field: part of the list above
CCN(CC)CCCNC(=O)c1sc2nc(-c3ccc(F)cc3)cn2c1C
  BAP1 inh = 116.0 | HePTP inhibitor = 3.7

Cc1ccc(N2C(=O)/C(=C/N3CCOCC3)c3ccccc3C2=O)cc1
  BAP1 inh = . | HePTP inhibitor = -9.5

COc1cccc(OCCCCOc2ccccc2OC)c1
  BAP1 inh = . | HePTP inhibitor = 0.4

Cc1cc(NC(=O)CSc2nc3ccccc3c(=O)n2Cc2ccccc2)no1
  BAP1 inh = 72.4 | HePTP inhibitor = 3.0

New compounds follow:
Molecule,BAP1 inh,HePTP inhibitor
O=C(COc1ccc(/C=N/NS(=O)(=O)c2ccccc2)cc1)Nc1ccccc1,.,-0.2
Cc1ccccc1C(=O)Oc1ccccc1C(=O)N1CCOCC1,.,9.6
CCOC(=O)c1[nH]c2ccccc2c1NC(=O)CC,97.6,0.3
CC(Oc1ccc(Cl)cc1Cl)C(=O)Nc1ncccn1 (stereo unspecified),95.0,-1.6&6.8
COc1ccc(-n2nnnc2Sc2ccc(S(=O)(=O)N3CCOCC3)cn2)cc1,121.5,5.3
COc1ccc(CSc2n[nH]c(-c3ccc(OC)cc3)n2)cc1,.,-1.1
CCc1noc(N)c1C(=O)Nc1ccc(F)c(Cl)c1,105.3,5.6
CCOc1ccc(NC(=O)CC2S/C(=N\N=C(/C)c3ccco3)NC2=O)cc1 (stereo unspecified),.,-3.4
CC1CN(c2nc3ccccc3nc2C(C#N)C(=O)NC2CCCCC2)CC(C)O1 (stereo unspecified),88.0,5.4
CCOC(=O)N1CCN(c2c(NCC3CCN(Cc4cccc(C)c4)CC3)c(=O)c2=O)CC1,99.3,13.7
CCN1C(=O)NC(c2ccc(Br)cc2)C(C(=O)OCCOC)=C1C (stereo unspecified),.,7.7
COCCN(CC(=O)NC1CCCCC1)C(=O)CSc1nc2ccccc2o1,96.0,-1.4
CCOC(=O)C(NC(=O)CC)(Nc1sc2c(c1C(=O)OC)CCN(C)C2)C(F)(F)F (stereo unspecified),54.9,3.0
CCN(CC)CCCOC(=O)c1ccc(O)c(OC)c1,.,-17.1
CCOc1ccc(Br)cc1C1NC(=O)c2c(sc3c2CCN(C)C3)N1 (stereo unspecified),73.1,-0.6
O=C(CN(CCc1ccccc1)C(=O)CN1C(=O)COc2ccccc21)NCc1ccco1,87.9,-2.9
CCN(CC)CCCN(Cc1cc2cc(OC)ccc2[nH]c1=O)C(=O)Nc1ccc(F)cc1,.,3.6
Clc1ccc(OCc2nn3c(-c4ccco4)nnc3s2)c(Cl)c1,42.0*,40.0
O=C1C(=O)c2ccccc2/C1=C\c1cccc2ccccc12,.,1.9
CCN(CC)c1ccc(/C=C2\C(=O)NC(=O)N(c3ccccc3OC)C2=O)cc1,.,-15.3

By substructure: the compounds so far with two or more sulfur atoms.
Molecule,BAP1 inh,HePTP inhibitor
C=CCN1C(=O)/C(=C\c2ccc(OS(=O)(=O)c3ccccc3[N+](=O)[O-])cc2)SC1=S,.,0.5
COc1ccc(-n2nnnc2Sc2ccc(S(=O)(=O)N3CCOCC3)cn2)cc1,121.5,5.3

Later entries
Molecule,BAP1 inh,HePTP inhibitor
COc1ccc2nc(NC(=O)CSc3nnc4n3C(C)(C)Cc3ccccc3-4)sc2c1,78.2,-2.4
CCC1(C)Cc2ccccc2-c2nc(NCCO)n(-c3ccccc3)c(=O)c21 (stereo unspecified),101.1,6.4
COc1cc(OC)c([N+](=O)[O-])cc1C=O,.,-4.6
COc1cc(NC(=O)c2ccc(Cl)c([N+](=O)[O-])c2)c(OC)cc1Cl,.,14.6
O=C(NC(=S)NCc1ccccc1)c1cccc(Cl)c1,.,-11.8
O=[N+]([O-])c1ccc(Sc2nc3ccccc3s2)c(Cl)c1,62.1,.
CCNCC(O)COCC(O)CNCC (stereo unspecified),100.0,10.5
CC1=C(C(=O)OC(C)C)C(c2cccc(Oc3ccccc3)c2)NC(=O)N1 (stereo unspecified),71.6,.
COc1ccc(NC(=O)N(CCN2CCCC2)Cc2cc3cc(OC)c(OC)cc3[nH]c2=O)cc1,.,-3.7
Cc1ccc(N2C(=O)c3n[nH]c(C)c3C2c2ccco2)cc1 (stereo unspecified),112.9,.
O=S(=O)(CCN1CCN(C(c2ccccc2)c2ccccc2)CC1)C(F)(F)F,99.1,5.5
CSc1nc(-c2ccccc2F)c(C#N)c(=O)n1C,.,4.3
c1cc(-n2cnnn2)ccc1NC1=NCCC1,58.1,-2.2
Cc1cc(C)nc(N(C#N)Cc2ccccc2Cl)n1,104.9,6.1
Cc1cc(C)nc(SCCc2ccncc2)n1,112.5,.
CCCCCCn1c(NCC)nc2c1c(=O)n(C)c(=O)n2C,99.1,6.5
Cc1cc(C)c(NC(=O)C2C3CCC4C(CCC32)C4(Cl)Cl)c(C)c1 (stereo unspecified),.,-3.3
Cn1cc(C(=O)c2ccc(F)cc2)cc1-c1nc2ccccc2n1C,111.0,5.1
COC(=O)c1cc2c(=O)n3cccc(C)c3nc2n(Cc2cccnc2)c1=N,111.9,5.9
Cc1cc(C)n(-c2nc(-c3cccc(Cl)c3)cs2)n1,68.0,-4.2
CC(C)C(NC(=O)/C(=C\c1ccc2c(c1)OCO2)NC(=O)c1ccccc1)C(=O)O (stereo unspecified),.,-7.4
O=C1CN(C(=O)CC2c3ccccc3-c3ccccc32)CC(=O)N1,96.9,5.5
CCOc1ccc(S(=O)(=O)N(CC(=O)Nc2ccccc2OCC)c2ccc(C)cc2)cc1,.,2.3
COC(=O)C(NC(=O)c1ccc(C)cc1)C12CC3CC(CC(C3)C1)C2 (stereo unspecified),.,1.8
Cc1ccc(Cl)cc1NC(=O)C(=O)NCc1cccnc1,.,-9.7
Cn1c(COc2ccc(Cl)cc2)nnc1SCC(=O)NC1CCCCC1,93.5,-1.1
COc1ccc(N=c2scc(-c3ccc(OC)cc3)n2CCN2CCOCC2)cc1,106.2,.
COc1ccc(NC(=O)C(NS(=O)(=O)c2ccc3c(c2)CCCN3C(C)=O)C(C)C)c(OC)c1 (stereo unspecified),94.5,0.6
Cc1ccc(S(=O)(=O)NCCOCCNS(=O)(=O)c2ccc(C)cc2)cc1,106.2,1.7
COc1ccc(C(=O)Nc2ccccc2)cc1S(=O)(=O)Nc1cc(C)on1,80.2,-0.6
CCOc1cc(/C=N/n2cnnc2)ccc1OS(=O)(=O)c1ccccc1,.,4.5
O=C(c1ccco1)N1CCN(C(c2cccs2)c2sc3ncnn3c2O)CC1 (stereo unspecified),87.7,-2.5
COCCN(C(=O)c1csnn1)C(C(=O)NC(C)(C)C)c1cccc(OC)c1 (stereo unspecified),108.8,3.0
COc1ccc(C(=O)c2no[n+]([O-])c2C(=O)c2ccc(OC)cc2)cc1,52.8,.
